HT1080 IDH1KD tx: kills HT-1080 cells with IDH1 knockdown; HT-1080 IDH1 knockdown viability, ATP luminescence, 48 h; Potency, µM (doses to about 46.1 µM), for the others: at the highest dose activity, negative = toxicity, actives largely listed as cytotoxic; actives 2% (n = 360,000);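 also: 0% = DMSO wells and -100% = cell-free medium wells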
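Viability of IDH1-knockdown HT-1080 fibrosarcoma cells was assessed by CellTiter-Glo after 48 h at 37 °C with titrated compound; concentration-effect curves were classified by fit quality and response size.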
KB-3-1 cytotox: KB-3-1 parental cell cytotoxicity | KB-3-1 viability, CellTiter-Glo ATP luminescence, 72 h | Potency, µM (doses to about 46.1 µM), for inactives: at the top dose activity change, negative = cytotoxic, actives largely listed as cytotoxic | actives 1.4% (n = 400,000); also: % is scaled to controls: 0 for no effect and ±100 for the full control effect; nearly all actives have a fitted effect of over 60% in size
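Cytotoxicity measured as CellTiter-Glo luminescence after 72 h at 37 C. Compound titrations were pinned onto drug-naive KB-3-1 parental adenocarcinoma cells grown in DMEM with 10% FBS, and normalized data fitted to concentration-response curves.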
KB-V1 MDR tox: KB-V1 MDR subline cytotoxicity | KB-V1 MDR cells viability, CellTiter-Glo, 72 h | Potency, µM (doses to about 46.1 µM), without a hit: at the top dose activity change, negative = cytotoxicity, actives largely listed as cytotoxic | actives 3.4% (n = 400,000) | AID 1347076; also: % is scaled to controls: 0 for no effect and ±100 for the full control effect; nearly all actives have a fitted effect of over 60% in size
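KB-V1 cells (P-gp-expressing MDR subline of KB-3-1) in phenol-red-free DMEM with 10% FBS were exposed to library compounds over a concentration series for 72 h at 37 degrees C. Viability read by CellTiter-Glo luminescence; concentration-effect curves fitted after normalization.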
GLP-1R agonist: agonists of human GLP-1 receptor; P43220; HEK293 GLP-1R CRE-luciferase, luminescence, 4-6 h; cells express a hypersensitive GLP-1R form; Potency, µM (highest dose often 45.6 µM), inactives show top-dose activation, usual class: activators; actives 0.007% (n = 380,000); also: % of control where 0% means no effect
Target sequence (P43220 whole entry, looked up): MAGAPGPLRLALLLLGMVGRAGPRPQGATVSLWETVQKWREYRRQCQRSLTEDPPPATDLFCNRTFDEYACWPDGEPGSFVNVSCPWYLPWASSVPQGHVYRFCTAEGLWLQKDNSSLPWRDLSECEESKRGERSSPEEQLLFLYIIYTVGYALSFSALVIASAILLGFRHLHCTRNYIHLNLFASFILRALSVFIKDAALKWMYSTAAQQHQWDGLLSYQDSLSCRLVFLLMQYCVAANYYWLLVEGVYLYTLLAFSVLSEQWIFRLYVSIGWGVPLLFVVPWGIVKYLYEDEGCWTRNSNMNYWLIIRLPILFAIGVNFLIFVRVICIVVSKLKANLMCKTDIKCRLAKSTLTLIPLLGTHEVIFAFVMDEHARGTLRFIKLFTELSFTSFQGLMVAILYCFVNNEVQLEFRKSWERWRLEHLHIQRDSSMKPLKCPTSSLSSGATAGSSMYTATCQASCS
SW480 rerep: induces DNA re-replication in SW480 colon adenocarcinoma cells | Potency, µM (titrated, usually from 46.1 µM), without a hit: at the highest dose re-replication activation, hits mostly activators | AID 624297 | actives 1.8% (n = 340,000) | SW480 DNA re-replication, Hoechst DNA content imaging, 48 h; also: % of control where 0% means no effect; nearly all actives have a fitted effect of over 55% in size
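Quantitative HTS format with DMSO vehicle controls; 48 hr drug incubation at 37 C, then 40 min Hoechst staining and scanning imager measurement at 405 nm excitation.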
GLP-1R inv ag: inverse agonists of human GLP-1 receptor; P43220; HEK293 GLP-1R CRE-luciferase, luminescence, 24 h; GLP-1R form is constitutively active; Potency, µM (titrated, usually from 38.3 µM), for the others: at the top dose activity change, negative = inhibition, actives largely listed as inhibitors; actives 1.6% (n = 410,000); AID 624417; also: % is scaled to controls: 0 for no effect and ±100 for the full control effect; nearly all actives have a fitted effect of over 55% in size
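Using stably transfected HEK293 (constitutively active GLP-1R, cAMP-luciferase reporter), compounds were incubated 24 hr and luciferase measured by luminescence.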
TDP-43 yeast inh: inhibitors of TDP-43 toxicity in yeast | TDP-43 expressing yeast growth rescue, BacTiter-Glo, 24 h | Potency, µM (series often up to 46.1 µM), for inactives: at the highest dose growth rescue (activation), usual class: activators | actives 1.8% (n = 410,000); also: % of control where 0% means no effect; nearly all actives have a fitted effect of over 50% in size
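Yeast cells expressing TDP-43 under galactose induction are exposed to compounds for 24 hr at 30 deg C. BacTiter-Glo luminescence measures growth, so protective compounds score as activators.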
HT1080-NT tox: kills 2HG-producing HT-1080-NT fibrosarcoma cells; HT-1080-NT fibrosarcoma viability, CellTiter-Glo ATP luminescence, 48 h; actives 1.6% (n = 360,000); Potency, µM (highest dose often 46.1 µM), inactives show at the top dose activity, negative = less viability, most hits filed as cytotoxic;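 also: NT is the 2HG producing partner of a matched IDH1 knockdown line; 0% = DMSO-treated cells and -100% = media-only wells without cells; nearly all actives have a fitted effect of over 55% in size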
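Viability of the 2HG-overproducing fibrosarcoma line after 48 hours of compound exposure at 37 degrees C was determined by luminescence with CellTiter-Glo, and concentration-effect curves were then fitted and categorized.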
GLP1R cytotox: cytotoxicity counter-screen for GLP-1 receptor inverse agonists. HEK293 cAMP-luciferase reporter cells, luminescence, 24 h. actives 0.13% (n = 410,000). Potency, µM (titrated, usually from 38.3 µM), for the others: top-dose activity change, negative = inhibition, usual class: inhibitors;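 also: loss of luciferase light is scored as toxicity; % is scaled to controls: 0 for no effect and ±100 for the full control effect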
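Step one: seed cells (200 cells/uL, DMEM with 10% Nu serum, 1% pen-strep). Step two: 12-hour incubation at 37 deg C. Step three: pin 23 nL compound, incubate 24 hr. Step four: add luciferase reagent, read luminescence 12 min later.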
Starred values were filed as active, the others as inactive; ? = inconclusive; / = no result given; & = joins results of further samples; [ ] = another dose, or the depositor's remark. Calls follow the shape of the dose curve; as a rule, active = well fitted curve in the direction sought with a large enough effect; inconclusive = small, poorly fitted or top-dose-only effect, or another doubt; inactive = no such curve, though single readings can be large; an effect the other way counts as inactive or inconclusive. Potency is read from the fitted curve at half-maximal effect.

entry	structure	HT1080 IDH1KD tx	KB-3-1 cytotox	KB-V1 MDR tox	GLP-1R agonist	SW480 rerep	GLP-1R inv ag	TDP-43 yeast inh	HT1080-NT tox	GLP1R cytotox
1	COc1cc(OC)c2c(-c3cccc(-c4ccc(OC)c(OC)c4)c3)cc(=O)oc2c1	?	0%	0%	8%	2.1µM*	?	5%	?	-30%
2	Cc1ccc(C(=O)NCCCc2ccccc2)c(Cl)c1	2%	-6%	5%	0%	4%	?	15%	11%	11%
3	CN1CCC(N(CCc2ccccc2)C(=O)CCC(=O)O)CC1	5%	1%	9%	0%	-1%	7%	-11%	-2%	5%
4	CC(=O)Nc1c(C(=O)O)oc2ccc(Cl)cc12	-1%	0%	-2%	-4%	-11%	-8%	-7%	5%	2%
5	CC(=O)N1CCN(C(=O)c2cc(S(=O)(=O)N(C)Cc3ccccc3)ccc2Cl)CC1	2%	8%	-19%	10%	-3%	-13%	8%	6%	2%
6	Cc1ccc(S(=O)(=O)NCCC(=O)Nc2cc(S(=O)(=O)N(C)C)ccc2C)cc1C	1%	-21%	-18%	9%	-6%	-29%	-10%	6%	-5%
7	CC1CN(C2CCN(C(=O)c3ccccc3Cl)CC2)CC(C)O1 (configuration not stated)	21%	2%	12%	-10%	-3%	2%	7%	14%	-8%
8	Cc1cc(Cl)c2oc(C(=O)NCC(C)(C)N3CCOCC3)c(C)c2c1	10%	-28%	?	13%	2%	?	-5%	5%	6%
9	CC(=O)N1Cc2cc(C(=O)NCC(F)(F)F)nc(-c3cccc(-c4cc5ccccc5o4)c3)c2[C@@H]1CCO	9%	?	23µM*	8%	/	20%	1%	6%	0%
10	COc1ccc2c(c1)CCc1cnc(N)nc1-2	-2%	-13%	?	-2%	-1%	14%	?	-2%	0%
11	CCCc1cc(=O)oc2cc(C)cc(OCC(=O)NCCCN3CCOCC3)c12	-3%	26%	-21%	6%	-3%	36%[activator]	12%	0%	-3%
12	CCN(C(=O)C1=COCCO1)c1nc2c(C)cccc2s1	-1%	13%	16%	8%	-613%[inhibitor]	-29%	0%	-4%	7%
13	O=C(NCc1cn2ccccc2n1)c1ccc2c(c1)OCO2	13%	4%	10%	-8%	8%	1%	-4%	3%	-2%
14	Cc1cc(C)cc(NC(=O)Cc2ccc(S(=O)(=O)N3CCCC3)s2)c1	-15%	-11%	0%	5%	3%	?	1%	-3%	-5%
15	CCOCc1nnc(NC(=O)c2c(OC)cccc2OC)s1	1%	6%	2%	-6%	-1%	6%	-18%	5%	-8%
16	Cc1ccc(C(=O)Nc2cccc(C(F)(F)F)c2)cc1NC(=O)c1cnnc2ccccc12	5%&6%	-2%&-8%	?	-3%&2%	-4%	-9%&6%	24%&-1%	0%&10%	1%&2%
17	COC(=O)[C@H](CC(C)C)NC(=O)N1CCCCC1	20%	6%	16%	8%	-8%	8%	-3%	8%	-5%
18	CC(NC(=O)c1ccco1)C(=O)Nc1nccs1 (configuration not stated)	3%	/	/	-7%	-2%	3%	10%	0%	11%
19	COc1ccc(C(=O)Nc2ccnn2C2CCN(C(=O)c3cccnc3)CC2)cc1	-1%	-2%	-11%	-12%	4%	8%	12%	0%	1%
20	CCc1nn(CC(=O)NCCC2=CCCCC2)c(=O)c2cc3cc(F)ccc3n12	12%	11%	-13%	1%	?	12%	8%	6%	-6%
21	CCCCCn1c(C(Cc2ccccc2)NC(C)=O)nc2ccccc21 (configuration not stated)	3%	?	?	-4%	5%	-12%	3%	15%	-3%
22	COc1ccc(Cl)cc1C(=O)OCC(=O)NC(=O)c1cccn1C	2%	12%	0%	0%	0%	18%	-34%[inhibitor]	-1%	21%
23	CSc1oc(-c2ccc(F)cc2)nc1S(=O)(=O)c1ccc(Br)cc1	/	-8%	-8%	/	/	10%	0%	/	-7%
24	O=[N+]([O-])c1ccc(N2CCN(S(=O)(=O)c3ccccc3)CC2)cc1N1CCc2ccccc2C1	19%	0%	-3%	-4%	-4%	58%[activator]	-15%	20%	5%
25	O=C(CSc1nc2ccccc2s1)Nc1cc(S(=O)(=O)N2CCOCC2)ccc1Cl	8%	-6%	18µM*	3%	10%	?	14%	2%	-1%
26	N#CCC(=O)Nc1ccc(C(=O)OCC(=O)N2CCCC2=O)cc1	7%	?	-2%	4%	-4%	12%	-4%	6%	4%
27	O=C(Cn1c(=O)n(-c2cccc(Cl)c2)c(=O)c2sc3ccccc3c21)N1CCCC1	/	6%	7%	1%	/	-9%	-9%	/	-2%
28	O=C(CNC(=O)c1ccc2ccccc2c1)Nc1ncccc1O	8%	5%	?	-4%	2%	15%	7%	8%	1%
29	COc1ccccc1NC(=O)CC(c1cc(OC)c(OC)c(OC)c1)N1Cc2ccccc2C1=O (configuration not stated)	/	2%	2%	4%	/	33%[activator]	20%	/	3%
30	CCOC(=O)CSc1nc2cc3c(cc2cc1C#N)OCCO3	3%	9%	9%	18%	0%	6%	-10%[9.22 µM]	22%	3%
31	CCN(CC(=O)Nc1c(F)cccc1F)C(=O)CCc1ccc(OC)cc1	10%	4%	-17%	3%	-1%	-12%	-1%	10%	-1%
32	COc1ccc(/C=C/C(=O)Nn2cnnc2)cc1	-2%	-6%	3%	7%	-1%	15%	-11%	-2%	8%
33	CC(C)c1ccccc1NC(=S)NCc1ccncc1	-9%	-2%	-48%	4%	-6%	3%	-4%[1.82 µM]	1%	5%
34	Cc1onc(-c2ccccc2)c1C(=O)NC(=S)NNC(=O)c1ccco1	?	?	?	5%	19%	-13%	-11%[1.82 µM]	-24%	-5%
35	O=c1cc(CO)oc(C(Nc2ccccn2)c2ccc(F)cc2)c1O (configuration not stated)	12%	-2%	14%	3%	-10%	2%	-3%	0%	1%
36	COc1ccc(N(C(=O)COc2ccc(Br)cc2)S(=O)(=O)c2ccc(C)cc2)cc1	/	0%	22%	/	/	12%	8%	/	9%
37	CC(=O)C1=C(O)C(=Cc2ccccc2)OC1=O	-6%	-6%	-7%	-3%	/	-20%	-1%	-13%	4%
38	O=C(NC1CC1)c1ccc2sc([C@@H]3O[C@H](CO)[C@H](O)[C@H](O)[C@H]3O)nc2c1	14%	7%	4%	6%	/	23%	23%	5%	5%
39	CCOc1ccc(NC(=S)NCc2nc3ccccc3[nH]2)cc1	-3%	-2%	2%	-2%	-17%	10%	-19%	-2%	6%
40	CCCC(c1nnnn1CCc1ccccc1)N1CCN(C(=O)c2ccco2)CC1 (configuration not stated)	-3%	-4%	-26%	-3%	6%	-13%	-14%	-5%	-10%
41	COc1ccc(C(=O)Nc2cccc3nc(C)ccc23)c(OC)c1	21%	-14%	?	0%	-7%	38%[activator]	?	14%	-17%
42	O=C(Nc1ccc(S(=O)(=O)C(F)F)cc1)c1cccc(S(=O)(=O)N2CCOCC2)c1	-13%	-11%	-8%	8%	0%	?	17%	-13%	-5%
43	Fc1cccc(-c2csc(-c3ccno3)n2)c1	19%	-1%	24%	14%	-17%	18%	6%	24%	-3%
44	COc1cc(C)ccc1Oc1nc(-c2ccccc2O)nc2ccccc12	2%	-1%	-2%	3%	-95%[inhibitor]	-3%	-24%	-5%	2%
45	COc1ccc(O)c(/C=N/N2CCCCC2)c1	1%	9%	18%	19%	-4%	0%	-24%	3%	-5%
46	O=C(O)c1ccc2cccnc2n1	5%	?	4%	-2%	?	-8%	-12%	1%	-7%
47	Cc1ccc(NS(=O)(=O)c2cccc(C(=O)N3CCCCCCC3)c2)cc1	-9%	-19%	?	0%	-15%	?	12%	-4%	-23%
48	Nc1nnnn1/N=C/c1ccccn1	5%	0%	-1%	-13%	-13%	0%	-14%	6%	6%
49	CC(CC(=O)Nc1nncs1)c1ccccc1 (configuration not stated)	14%	2%	-6%	-10%	1%	-12%	7%	8%	-9%
50	COc1ccc(-n2c(Cc3cccs3)nnc2SCC(=O)Nc2ccc3c(c2)OCCO3)cc1	-9%	17%	?	5%	15%	-19%	10%	-12%	-26%

(more compounds)
entry	structure	HT1080 IDH1KD tx	KB-3-1 cytotox	KB-V1 MDR tox	GLP-1R agonist	SW480 rerep	GLP-1R inv ag	TDP-43 yeast inh	HT1080-NT tox	GLP1R cytotox
51	Cc1cc(C(=O)CN(Cc2ccc(F)cc2)S(=O)(=O)c2ccc3c(c2)OCCO3)c(C)n1C	-9%	-6%	?	2%	-5%	-9%	15%	0%	-6%
52	O=C(NC1CC2CCCC(C1)N2CC(=O)N1CCCc2ccccc21)C1CCCCC1 (configuration not stated)	21%	5%	0%	3%	7%	-1%	25%	10%	-42%
53	COc1ccccc1Oc1ccc(N/C=C/C(=O)C(C)(C)C)cc1	8%	4%	22%	14%	-5%	?	-7%	2%	-23%
54	COc1ccccc1/C=C/CN1CCC(Oc2ccc(C(=O)N3CCCCC3)cc2)CC1	-16%	/	/	8%	?	?	18%	-3%	?
55	Cc1ccc(C)c(Cn2c(=O)n(Cc3ccccc3)c(=O)c3c2c2cc(C)ccc2n3C)c1	/	5%	?	-1%	/	2%	11%	/	5%
56	COc1ccc(NC(=O)CN2CCN(CC(=O)Nc3ccccc3OC)CC2)c(OC)c1	8%	6%	0%	0%	-11%	-7%	9%	9%	-4%
57	CN(C(=O)C1CCCC1)C1CCS(=O)(=O)C1 (configuration not stated)	-4%	-2%	6%	-16%	-17%	11%	-3%	2%	-1%
58	NC(=O)c1ccc(NC(=O)COC(=O)c2cc(S(=O)(=O)N3CCOCC3)ccc2N2CCCCC2)cc1	-5%	2%	-1%	-1%	-1%	1%	6%	0%	1%

Fetched by compound from the list above, two records:
entry	structure	HT1080 IDH1KD tx	KB-3-1 cytotox	KB-V1 MDR tox	GLP-1R agonist	SW480 rerep	GLP-1R inv ag	TDP-43 yeast inh	HT1080-NT tox	GLP1R cytotox
51	Cc1cc(C(=O)CN(Cc2ccc(F)cc2)S(=O)(=O)c2ccc3c(c2)OCCO3)c(C)n1C	-9%	-6%	?	2%	-5%	-9%	15%	0%	-6%
56	COc1ccc(NC(=O)CN2CCN(CC(=O)Nc3ccccc3OC)CC2)c(OC)c1	8%	6%	0%	0%	-11%	-7%	9%	9%	-4%

Source: PubChem (National Center for Advancing Translational Sciences (NCATS))
